# High-throughput results: PubChem, National Center for Advancing Translational Sciences (NCATS)
# Vif-A3G inh = blocks the Vif interaction with human APOBEC3G; Q9HC16; actives 0.076% (n = 410,000); AID 602310; HeLa A3G-eYFP + Vif (tagged APOBEC3G with the HIV-1 protein that degrades it), YFP fluorescence, overnight; Potency, µM (series often up to 46.1 µM), for the others: at the top dose activity, negative = active, usual class: inhibitors;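 also: potency is read from the fitted curve at half-maximal effect; % is scaled to controls: 0 for no effect and ±100 for the full control effect; nearly all actives have a fitted effect of over 60% in size; hits raise eYFP signal because A3G escapes Vif-driven loss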
#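 HeLa cells stably expressing Vif and C-terminally eYFP-tagged A3G, seeded overnight at 37 deg C, then exposed to compound by pintool overnight at 37 deg C. Rise in yellow fluorescence (Ex 488/Em 500-530, Acumen) marks blocked Vif-driven A3G degradation.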
# D2 agonist = activates the human D2 dopamine receptor | P14416 | HEK293 T-REx D2 cells, calcium flux agonist mode | activation, % at 2 µM | actives 0.53% (n = 340,000) | AID 485358;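 active = activation over 3 SD above normal in the single-dose calcium agonist read, cut at about 30% in these data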; also: 0% is about no effect
# Target sequence (P14416 whole entry, looked up): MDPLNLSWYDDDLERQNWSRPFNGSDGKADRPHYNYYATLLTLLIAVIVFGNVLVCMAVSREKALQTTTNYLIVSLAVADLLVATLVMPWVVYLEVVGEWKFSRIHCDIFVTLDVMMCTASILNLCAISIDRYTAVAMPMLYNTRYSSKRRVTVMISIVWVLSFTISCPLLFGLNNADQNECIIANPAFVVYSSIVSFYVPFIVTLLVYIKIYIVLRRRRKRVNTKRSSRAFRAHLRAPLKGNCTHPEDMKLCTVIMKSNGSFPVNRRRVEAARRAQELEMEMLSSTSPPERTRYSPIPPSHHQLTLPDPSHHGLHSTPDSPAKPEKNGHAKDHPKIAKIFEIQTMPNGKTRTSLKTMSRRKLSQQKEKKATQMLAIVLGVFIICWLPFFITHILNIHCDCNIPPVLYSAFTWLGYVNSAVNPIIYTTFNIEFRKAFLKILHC
#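 HEK293 Trex D2 cells, tetracycline-induced, o/n 30 C 5% CO2; no-wash Ca dye, RT 30–90 min; 10-cycle baseline, 23 nl cpd added, kinetic Ca read 180 s; agonist hits = positive Ca response.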
# RGS4 inhibitor = inhibitors of human regulator of G protein signaling 4; P49798; actives 0.039% (n = 390,000); Potency, µM (highest dose often 114 µM), inactives show at the highest dose activity change, negative = inhibition, most hits filed as inhibitors; Transcreener GDP fluorescence polarization, RGS4-accelerated GTP hydrolysis; AID 504845; also: potency is read from the fitted curve at half-maximal effect; % is scaled to controls: 0 for no effect and ±100 for the full control effect; nearly all actives have a fitted effect of over 75% in size; some results filed as inactive show a strong effect at the top dose
#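 MLSMR compounds (23 nl, pin-transferred) preincubated 10 min at room temperature with a 500nM (2x) first reagent, then RGS4 at 900nM (2x) plus Transcreener GDP mix added; fluorescence polarization (620/688 nm) read before and after 90 min at 30 °C.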
# D2 antagonist = antagonists of human D2 dopamine receptor. P14416. HEK293 TREx D2 cells, calcium flux, dopamine EC80. inhibition, % at 10 µM. actives 2% (n = 340,000); in the data active = inhibition above about 30%; also: 0% is about no effect
#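 Read-out: kinetic calcium fluorescence (1 cycle/s) in inducible HEK293 T-REx D2 cells after an EC80 dopamine addition that followed 180 s compound preincubation. Loss of the dopamine response indicates antagonism.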
# GRP78 ERSR act = ER stress response induction in glioma. U87-MG GRP78 promoter luciferase reporter, 16 h. Potency, µM, for inactives: at the highest dose activation, most hits filed as activators. actives 0.02% (n = 420,000); also: potency is read from the fitted curve at half-maximal effect; series mostly up to about 76 µM; % of control where 0% means no effect; nearly all actives have a fitted effect of over 35% in size
#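 ERSR induction read as luciferase luminescence (Bright-Glo, 10 min at room temperature) in stably transfected human U87-MG glioma cells exposed to compounds for 16 h, using GRP78 as sensor.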
# LDHA block = LDHA (human) enzyme inhibition. purified LDHA, NADH/diaphorase-resazurin fluorescence; active compounds read low. actives 0.15% (n = 480,000). activity change, % (values are at about 110 or 230 µM); in the data active = activity change below about -30%; inconclusive = mostly about -25% to -30%;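 also: plate controls were DMSO wells for no effect and wells without enzyme for full effect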
#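 Enzyme activity of human lactate dehydrogenase 5 (2 nM; 0.06 mM NADH, 0.2 mM pyruvate, 5 min, RT) is measured via a resazurin/diaphorase fluorescence readout of residual NADH.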
# Vif-APOBEC3F blk = blocks the Vif interaction with APOBEC3F; HeLa A3F-eYFP + Vif (tagged APOBEC3F with the HIV-1 protein that degrades it), YFP fluorescence increase; actives 0.2% (n = 390,000); Potency, µM (titrated, usually from 46.1 µM), inactives show at the highest dose activity, negative = active; also: potency is read from the fitted curve at half-maximal effect; % of control where 0% means no effect; nearly all actives have a fitted effect of over 65% in size
#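 HeLa cells stably expressing Vif plus C-terminally eYFP-tagged A3F were seeded, incubated overnight at 37 deg C, dosed with compound, incubated overnight again at 37 deg C. Yellow fluorescence (Ex 488/Em 500-530) reported blocked Vif-mediated A3F-eYFP degradation.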
# ALOX12 inh = blocks human arachidonate 12S-lipoxygenase | P18054 | purified 12hLO, xylenol orange hydroperoxide absorbance | Potency, µM (series often up to 108 µM), for inactives: top-dose activity change, negative = inhibition, most hits filed as inhibitors | actives 1.1% (n = 580,000) | AID 1671190; also: potency is read from the fitted curve at half-maximal effect; % is scaled to controls: 0 for no effect and ±100 for the full control effect
#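 Purified human 12hLO at 150 nM in 25 mM Hepes, 0.01% Triton X-100, pH 7.0, preincubated 15 min at room temperature with compound. Reaction started with 40 uM arachidonic acid, 30 min at room temperature. Hydroperoxide measured by Fe-xylenol orange, 573/405 nm absorbance ratio.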
# ERG Ets-DNA blk = blocks human ERG Ets domain binding to DNA. P11308. fluorescence polarization, His-ERG Ets domain / labelled DNA. Potency, µM (series often up to 76.9 µM), for the others: top-dose FP activity, negative = inhibition, actives largely listed as inhibitors. actives 0.028% (n = 370,000); active = well fitted inhibition curve with a large enough effect in the polarisation, with a control signal flat; inconclusive = small, poorly fitted or top-dose-only effect, or effect the other way, or a change in a side signal; inactive = no such curve, though single readings can be large or run the other way; the % refers to the polarisation;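 also: polarization taken with two DNA probes labelled with fluorescein and Texas red; potency is read from the fitted curve at half-maximal effect; % of control where 0% means no effect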
# Target sequence (P11308 whole entry, looked up, the tested form may be a part): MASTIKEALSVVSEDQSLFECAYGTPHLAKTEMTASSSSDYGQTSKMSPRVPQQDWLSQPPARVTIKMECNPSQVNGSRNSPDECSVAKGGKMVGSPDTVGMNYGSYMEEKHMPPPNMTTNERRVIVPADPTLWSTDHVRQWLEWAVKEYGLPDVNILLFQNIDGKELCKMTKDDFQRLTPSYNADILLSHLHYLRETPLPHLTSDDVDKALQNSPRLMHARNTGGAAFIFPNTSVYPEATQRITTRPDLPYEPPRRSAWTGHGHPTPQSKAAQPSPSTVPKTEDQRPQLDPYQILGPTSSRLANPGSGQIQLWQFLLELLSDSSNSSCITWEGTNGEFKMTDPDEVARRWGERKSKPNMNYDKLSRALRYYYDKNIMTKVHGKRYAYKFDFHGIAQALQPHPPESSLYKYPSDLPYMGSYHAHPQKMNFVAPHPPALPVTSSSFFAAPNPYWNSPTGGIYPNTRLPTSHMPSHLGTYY
#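 His-tagged ERG Ets domain (1 uM in the protein solution; 300mM KCl, 50mM Tris-HCl, 1mM EDTA, 1mM DTT, pH 7.5) received compound, then a probe mix of 5 nM fluorescein-DNA and 100nM Texas-615-DNA. Fluorescence polarization was read for both dyes.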
# Active calls of the source: *; u = inconclusive; x = no result given; & = joins results of further samples; ! = not active in a repeat; [ ] = another dose, or the depositor's remark. Unless noted, calls follow the shape of the dose curve; as a rule, active = well fitted curve in the direction sought with a large enough effect; inconclusive = small, poorly fitted or top-dose-only effect, or another doubt; inactive = no such curve, though single readings can be large; an effect the other way counts as inactive or inconclusive. Only part of the results is shown; the hit share may differ from the screen's.
# The first 2 compounds as a preview:
SMILES,Vif-A3G inh,D2 agonist,RGS4 inhibitor,D2 antagonist,GRP78 ERSR act,LDHA block,Vif-APOBEC3F blk,ALOX12 inh,ERG Ets-DNA blk
O=C1/C(=C/c2ccco2)SC(=S)N1C1CCS(=O)(=O)C1 (configuration not stated),1%,-0.3,15%,5,-6%,9,-11%,u,30%[activator]
N#Cc1ccc(C(=O)N2CCC3CC2c2cc(-c4ccc(F)cc4)ccc23)cc1 (configuration not stated),1%,x,-20%,x,-2%,4,0%,-17%,8%

# The listing (from the top)
SMILES,Vif-A3G inh,D2 agonist,RGS4 inhibitor,D2 antagonist,GRP78 ERSR act,LDHA block,Vif-APOBEC3F blk,ALOX12 inh,ERG Ets-DNA blk
O=C1/C(=C/c2ccco2)SC(=S)N1C1CCS(=O)(=O)C1 (configuration not stated),1%,-0.3,15%,5,-6%,9,-11%,u,30%[activator]
N#Cc1ccc(C(=O)N2CCC3CC2c2cc(-c4ccc(F)cc4)ccc23)cc1 (configuration not stated),1%,x,-20%,x,-2%,4,0%,-17%,8%
Cc1ccc(CNC(=O)C2CCN(c3nc(C)cc(C)n3)CC2)cc1,-1%,x,-44%,x,-2%,1,0%,-2%,6%
O=C(Nc1nc2ccccc2s1)c1ccc(N2CCCCC2)c([N+](=O)[O-])c1,3%,0.5,-27%,-6,-2%,1,3%,u,-3%
CC1(C)Cc2c(sc3nc(SCC(=O)O)nc(N)c23)CO1,-2%,0.1,-16%,-6,-3%,-5,-4%,26%,-3%
Cc1ccc(S(=O)c2ccc(C)cc2)cc1,-2%,-0.6,10%,0,-3%,-7,-4%,-13%,1%
Cc1onc(-c2ccccc2Cl)c1C(=O)NC(=S)NCCc1ccccc1,1%,0.1,-4%,3,0%,-9,-2%,u,-5%
CC(=O)N1CCN(c2ccc([N+](=O)[O-])c(NCc3cccnc3)c2)CC1,-6%,-0.4,-1%,-1,-2%,-1,15%,-20%,4%
CCOC(=O)C1=C(c2ccccc2)Nc2ncnn2C1c1ccc(Cl)cc1 (configuration not stated),0%,-0.7,4%,x,-7%,-13,1%,-19%,-4%
CN(C=O)c1cc([N+](=O)[O-])ccc1OCc1ccccc1,0%,x,-31%,x,-2%,-2,-9%,-10%,-7%
Cc1ccc(Cc2c(-c3ccccc3)nc3c(Cl)cc(C(F)(F)F)cn23)cc1,-6%,x,x,x,-2%,0,x,u,x
CCc1ccc(NC(=O)N(C2CCC(C)CC2)C2CCN(C(C)=O)CC2)cc1 (configuration not stated),-6%,-1.2,15%,6,7%,3,-17%,-9%,x
O=C(NCc1ccccc1)C12CN(Cc3ccccc3)CC1C(c1cccc([N+](=O)[O-])c1)=NO2 (configuration not stated),-8%,-0.3,-10%,-6,-4%,-1,4%,-1%,2%
Cc1[nH]c2ccccc2c1C1(O)C(=O)N(Cc2ccccc2)c2ccc(Cl)cc21 (configuration not stated),-28%,0.4,1%,x,-9%,-1,-7%,-27%,0%
CCn1c(C)nnc1SCC(=O)Nc1ccccc1Cl,4%,-2.4,7%,-4,-2%,-5,-3%,24%,6%
COC(=O)Cc1ccc(O)c(N)c1,-1%,0.8,u,-31,1%,11,-2%,-7%,-1%
CSCCC(NC(=O)c1ccccc1Br)C(=O)NCCCn1nc(C)cc1C (configuration not stated),-4%,-0.2,11%,18,-3%,-5,5%,1%,1%
C=CCn1c(SCC(=O)N(C)C2CCS(=O)(=O)C2)nnc1-c1ccccc1 (configuration not stated),0%,0.4,-2%,2,-1%,-9,2%,-5%,-6%
COc1ccc(C(=O)c2oc3ccccc3c2NC(C)=O)cc1,-11%,2.1,14%[11.4 µM],4,0%,-7,3%,2%,2%
CC(C)N1C(=O)CCC1C(=O)NCc1ccc(F)cc1Cl (configuration not stated),-1%,0.7,18%,23,-5%,-15,-5%,0%,-2%
Cc1c(NC(=O)OCCNC(=O)COc2ccc(Cl)cc2Cl)sc(=S)n1C,-6%,-1.1,-1%,14,1%,-7,-1%,5%,-7%
CCOc1cc(N2CCOCC2)c(OCC)cc1NC(=O)c1ccc(S(C)(=O)=O)cc1,-5%,0.1,-31%,-8,-3%,6,u,-12%,4%
CN(C(=O)c1ccc(NC(=O)Cc2cccc(NC(=O)C3CCN(C(=O)C4CCC4)CC3)c2)cc1)C1CC1,-1%,x,9%,x,-1%,-9,5%,-1%,7%
O=C(CCc1nc(-c2cccs2)no1)Nc1ccccc1[N+](=O)[O-],3%,-0.9,13%,x,0%,-7,1%,-8%,7%
CC(C)n1ncc2c(C(=O)N3CCN(Cc4ccc(Cl)s4)CC3)cc(C3CC3)nc21,0%,0.4,0%,-10,2%,2,2%,6%,-17%
SMILES,Vif-A3G inh,D2 agonist,RGS4 inhibitor,D2 antagonist,GRP78 ERSR act,LDHA block,Vif-APOBEC3F blk,ALOX12 inh,ERG Ets-DNA blk
CCC(=O)OC1(C)C(=O)C=C2C=C(CCCC(=O)OC)OC=C2C1=O (configuration not stated),4%,x,-31%,x,-4%,6,6%,u,-19%
CCOc1ccccc1NC(=O)c1ccc2oc(=O)c(S(=O)(=O)c3ccc(F)cc3)cc2c1,-1%,0.3,u,x,-3%,-1,-1%,-23%,-4%
O=C(NCc1cccs1)c1ccccc1,-1%,0.3,16%,-13,2%,-6,4%,0%,5%
Nc1ncnc(N2CCOCC2)c1N,0%,-8.0,5%,-4,0%,0,-13%,-13%,3%
Cc1nn(-c2ccccc2)c(=O)c2ccccc12,0%,2.6,15%,10,4%,-5,11%,2%,6%
Cc1ccc(CNC(=O)CS(=O)(=O)Cc2nc(-c3ccccc3C)oc2C)cc1,-1%,0.3,4%,x,-3%,6,7%,-7%,5%
O=C(CSc1nc2ccc([N+](=O)[O-])cc2[nH]1)NCCc1ccccc1,5%,-0.2,-15%,-14,-4%,-1,1%,8%,1%
C=CCCC(=O)N1C[C@H]2CON(C)[C@H]2C[C@H]1c1cccc(Br)c1,0%,x,4%,x,-1%,1,0%,6%,-4%
O=C1c2ccccc2C(O)(Cc2ccccc2)N1CCCN1CCOCC1 (configuration not stated),-2%,-0.2,-2%,8,-4%,-18,-6%,5%,x
CCOc1ccc(CCNC(=O)c2ccc3c(=O)n4c(nc3c2)CCCCC4)cc1,3%,-1.1,10%,17,-3%,0,5%,8%,14%
COc1ccccc1OCCn1c(NC(=O)c2ccccc2Cl)nc2ccccc21,0%,-0.3,-18%,x,1%,-3,1%,-9%,-1%
COCCNC(=O)C1(C)CCN(Cc2ccc3ccccc3c2Br)C1 (configuration not stated),3%,x,x,x,2%,-5,x,-10%,x
Cc1cc2c(nn1)CCC/C2=N\O,1%,2.2,-6%,-1,-2%,-2,2%,-28%,0%
O=C(NC1CC(=O)N(c2ccc3c(c2)OCCO3)C1)c1c(F)cccc1Cl (configuration not stated),5%,0.4,2%,x,-3%,-21,2%,3%,-6%
CCOc1ccc(N(CC(=O)NCc2ccc(OC)cc2)C(=O)CCC(=O)Nc2nccs2)cc1,0%,-0.3,-22%,8,-4%,-6,-4%,6%,-16%
O=C(Nc1cc(Cl)ccc1O)c1cc(-c2ccc3c(c2)OCO3)on1,3%,x,6%,x,3%,-10,-3%,u,1%
Cc1cccc(OCC(=O)Nc2ccc3c(C)cc(=O)oc3c2)c1,-9%,-0.2,7%,-3,1%,-5,0%,-20%,-2%
COc1ccc(C)cc1-n1nnnc1SCC(=O)NC(=O)NCc1ccco1,-1%,x,-14%,x,-3%,3,-4%,-23%,x
CC(C)(C)OC(=O)N1CCC(c2c(C(=O)N3CCN(C4CCCCC4)CC3)cnn2-c2ccccc2)CC1,0%,1.0,10%,-2,-4%,-1,9%,5%,16%
COCC(=O)O[C@]1(CCN(C)CCCc2nc3ccccc3[nH]2)CCc2cc(F)ccc2[C@@H]1C(C)C,-6%,1.1,-16%[56.9 µM],-2,-14%&-12%&-1%&-5%,2,-4%,11µM*!,6%
Cc1ccc(Cn2cc(C(=O)c3ccc4c(c3)OCO4)c(=O)c3cc(C)ccc32)cc1,3%,-0.8,-16%,x,-1%,-12,8%,u,0%
O=C(CCN1CCCC1)c1cccs1,4%,-1.0,u,17,-3%,-2,14%,0%,3%
CCOc1ccc(C(=O)Nc2ccc(Cl)c(-c3nc4cc(C)cc(C)c4o3)c2)cc1,-1%,18,2%,x,-2%,-5,-8%,-17%,-8%
CCN(c1ccccc1)S(=O)(=O)c1ccc(C(=O)N2CC(C)CC(C)C2)cc1 (configuration not stated),1%,x,8%,x,-2%,-3,-17%,9%,-6%
O=C(NCN1CCCCC1)c1cnccn1,-1%,0.1,-10%,11,-4%,3,-16%,0%,1%
COc1ccc(CC(N)c2csc(NC(=O)Nc3ccccc3C(C)C)n2)cc1 (configuration not stated),-9%,x,x,x,-10%,-16,x,-29%,x
CC[C@]12c3[nH]c4cc(-c5ccco5)ccc4c3CCN1C(=O)[C@@H](CC(=O)NCc1ccc(OC)c(OC)c1)C[C@@H]2C(=O)N1CCN(C(=O)C2CC2)CC1,-8%,x,-19%,x,-1%,-2,-4%,u,-1%
Cc1ccc2c(c1)N(CCCC(=O)NCCCN1CCCCC1)C(=O)CO2,1%,0.2,1%,-10,-3%,0,-5%,0%,5%
